High-throughput results deposited in PubChem BioAssay by several laboratories.
SR-BI uptake up – SR-BI HDL lipid transfer activation | CHO ldlA[mSR-BI] cells, DiI-HDL uptake fluorescence, 3 h; 100 = double the neutral-control signal | activation, % at 12.5 µM | 0.096% of 320,000 active;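 active = mean replicate activation of at least 60% and every replicate at or above 60%; inconclusive = mean or all-replicate condition met, but not both; inactive = mean below 60% and not all replicates reaching 60%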;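 also: 0% = median plate neutral-control signal and 100% = twice that signal; values of inactives mirror those of a sister screen read the other way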
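Test system: SR-BI-overexpressing, LDLR-lacking CHO cells; Medium: Ham's F12 with 0.5% BSA, HEPES 25 mM, pH 7.4; Schedule: 3 h, 37 °C; Technique: bottom-read fluorescence, 550/595 nm.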
MITF act – activators of MITF-driven TRPM1 promoter activity in SK-MEL-5 cells | 0.75% of 300,000 active | activation, % at 12.5 µM | AID 588334 | SK-MEL-5 TRPM1-promoter luciferase, 24 h; % of positive control, neutral wells = 0;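 active = mean activation of at least 80% with every replicate also reaching 80%; inconclusive = mean reaches 80% but some replicate falls short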;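 also: 0% = neutral control wells and 100% = parthenolide positive control wells; values of inactives mirror those of a sister screen read the other way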
CAL PDZ FP-1 – blocks peptide binding to human CAL PDZ domain; AID 504414; inhibition, % at 20 µM; 0.02% of 330,000 active; purified CAL PDZ, TMR-peptide fluorescence polarization, 1 h;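 active = highest replicate inhibition of at least 40%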;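 also: plate controls were DMSO neutral control wells for no effect and unlabeled competitor peptide control wells for full effect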
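System: tagged CAL PDZ domain. Schedule: 1 h room-temperature incubation prior to read. Signal: fluorescence polarization (mP). Measure: percent inhibition from loss of millipolarization.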
Wnt bcat act – activates Wnt/beta-catenin signaling in a reporter cell assay | activator, plate reader | activation, % at 9.35 µM | 1.2% of 300,000 active | AID 743398; in the data active = activation above about 30%, passing the limit was not always enough; inconclusive = no clear call, values can overlap the other calls;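 also: 0% = neutral control wells and 100% = positive control wells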
AddAB inh – less growth of phage-infected E. coli with AddAB | E. coli expressing H. pylori AddAB, absorbance growth | inhibition, % at 11.9 µM | 0.29% of 330,000 active | AID 435030; in the data active = inhibition above about 12%;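 also: 0% = vehicle wells of infected cells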
SR-BI HDL uptake – blocks mouse SR-BI lipid uptake from DiI-HDL; Q61009; AID 488896; inhibition, % at 12.5 µM; 0.96% of 320,000 active; ldlA[mSR-BI] CHO cells, DiI-HDL uptake fluorescence, 3 h;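 active = mean replicate inhibition of at least 70% and a set share of replicates each scoring 70 or more; inconclusive = meets just one of the two criteria; inactive = fails both criteria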;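 also: 0% = median of neutral control wells and 100% = median of positive control wells; values of inactives mirror those of a sister screen read the other way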
Target sequence (Q61009 whole entry, looked up): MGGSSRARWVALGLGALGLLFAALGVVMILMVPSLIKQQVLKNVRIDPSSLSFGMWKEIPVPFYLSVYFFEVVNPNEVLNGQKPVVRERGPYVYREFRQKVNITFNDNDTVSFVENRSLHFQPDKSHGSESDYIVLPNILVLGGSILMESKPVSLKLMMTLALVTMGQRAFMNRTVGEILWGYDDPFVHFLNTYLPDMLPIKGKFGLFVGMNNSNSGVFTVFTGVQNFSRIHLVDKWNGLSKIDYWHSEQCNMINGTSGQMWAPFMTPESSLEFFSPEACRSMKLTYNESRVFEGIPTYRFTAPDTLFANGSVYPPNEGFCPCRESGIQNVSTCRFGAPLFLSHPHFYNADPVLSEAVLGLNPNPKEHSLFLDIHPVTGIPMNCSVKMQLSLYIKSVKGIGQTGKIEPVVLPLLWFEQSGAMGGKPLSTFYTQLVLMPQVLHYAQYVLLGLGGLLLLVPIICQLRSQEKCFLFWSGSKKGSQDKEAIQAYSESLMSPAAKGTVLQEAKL
Tat transport – inhibitors of E. coli Tat protein transport. E. coli MC4100 TorA-mCherry Tat export, fluorescence. inhibition, % at 10 µM. 0.036% of 340,000 active;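 active = mean replicate inhibition at least 50% and at least half of replicates individually reaching 50%; inconclusive = only one of the two criteria met; inactive = neither criterion met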;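 also: exported cargo escapes ClpAP degradation while cytoplasmic cargo is degraded and loses fluorescence; 0% = median of neutral control wells and 100% = median of NaSCN control wells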
CAL PDZ FP-2 – inhibitors of human CAL PDZ peptide binding. Q9HD26. purified CAL PDZ, TMR-peptide fluorescence polarization, 1 h. inhibition, % at 24.9 µM. 0.92% of 300,000 active. AID 602252;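 active = mean inhibition of at least 30% with at least half of replicates also reaching 30%; inconclusive = no clear call, values can overlap the other calls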;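 also: 0% = DMSO neutral control and 100% = excess unlabeled competitor peptide PRC23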
phage Ecoli inh – E. coli growth loss with phage present; 0.26% of 360,000 active; AID 651602; inhibition, % at 11.9 µM; growth absorbance; in the data active = inhibition above about 11%
E coli growth – bacterial growth inhibition, counter-screen for AddAB inhibitors | E. coli V3065 growth, OD600 absorbance, 18 h | inhibition, % at 11.9 µM | 0.27% of 330,000 active | AID 449728;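 active = inhibition above the campaign's mean inhibition across all tested compounds plus 3 SD, cut at about 9.9% in these data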;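 also: uninfected addAB+ strain grown without phage in ampicillin broth; 0% = DMSO wells and 100% = ciprofloxacin 0.95 µg/ml wells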
The depositor's hits bear a star; ? = inconclusive; nt = not tested or not shown.

SMILES	SR-BI uptake up	MITF act	CAL PDZ FP-1	Wnt bcat act	AddAB inh	SR-BI HDL uptake	Tat transport	CAL PDZ FP-2	phage Ecoli inh	E coli growth
CC(=O)NC(C)c1cc(Cl)c2ccccc2c1O (stereo not drawn)	27.1	-14.2	0.2	3.3	0.6	-27.1	6.4	2.2	3.0	0.9
CN(CC(=O)Nc1cccc(F)c1)C(=O)CCCc1cccs1	22.8	9.0	-0.6	-1.7	0.9	-22.8	-4.6	-2.4	2.3	-1.0
O=C(NCc1cccnc1)Nc1ccccc1C(F)(F)F	4.5	-4.0	-1.4	0.1	0.9	-4.5	-6.9	-1.6	1.0	2.4
CN1C(C(=O)NCc2ccccc2)CC2Cn3c(nc4cc5ccccc5cc43)C21 (stereo not drawn)	7.2	1.7	-0.8	-2.9	4.2	-7.2	-10.5	0.6	1.4	-0.3
O=C(c1cc(S(=O)(=O)N2CCOCC2)ccc1Cl)N1CCN(c2ccccn2)CC1	-7.8	10.6	-0.5	-1.2	0.7	7.8	5.7	3.2	0.3	1.9
N#C/C(=C\c1cccnc1)C(=O)Nc1cccc(Cl)c1	-12.0	-8.9	-1.0	2.4	-0.1	12.0	0.6	6.1	2.2	0.7
CN1CCN(C(=S)NC(=O)c2cccc(S(=O)(=O)N(C)C)c2)CC1	16.9	8.7	-1.9	-3.0	0.2	-16.9	0.5	-0.4	1.5	-2.5
CCCN(CCC)C(=O)CC(c1ccc(F)cc1)c1ccco1 (stereo not drawn)	-3.9	-3.3	-1.8	2.8	0.5	3.9	7.7	-2.1	0.5	0.1
S=C(Nc1ccc(Cl)cc1)Nc1ccc2c(c1)OCCO2	-8.2	30.1	-1.0	-0.5	nt	8.2	-0.5	0.8	6.4	nt
CC(=O)N1N=C(c2ccc(Br)cc2)OC12CCCC2	-14.7	10.0	0.2	0.0	0.5	14.7	4.1	nt	1.3	-1.4
CN1CCN(C(=S)Nc2ccc(S(N)(=O)=O)cc2)CC1	16.4	-1.6	-3.4	-1.0	-1.6	-16.4	-10.9	-0.6	4.3	0.7
CCCCCCCNC(=O)C1(CC2CC(c3cccc(Br)c3)=NO2)CCN(C(=O)c2ccccc2)CC1 (stereo not drawn)	-7.5	13.6	0.4	1.6	-0.3	7.5	-6.1	-0.7	0.2	-2.2
Cc1ccc(/C=N/Nc2ccc(C(=O)O)cc2)o1	1.1	70.7	-2.2	8.6	3.3	-1.1	3.4	-1.9	2.6	0.2
Oc1ccc(-n2nnnc2SCc2ccccc2Br)cc1	-5.6	nt	-0.4	nt	nt	5.6	2.5	-6.0	nt	nt
COc1ccc(-c2csc(N(CCc3ccc(OC)c(OC)c3)C(=O)COc3ccccc3)n2)cc1	-4.5	28.6	-0.2	nt	1.7	4.5	-8.5	-2.1	0.5	2.3
O=C(CSc1nnc(-c2ccccc2)n1Cc1ccccc1)N1CCCC1	18.1	nt	-2.7	nt	-0.5	-18.1	-3.0	2.8	0.7	-1.2
CCC(C)[C@H](NC(=O)NCc1ccc(S(N)(=O)=O)cc1)C(=O)O (stereo partly drawn)	-10.5	-0.8	-0.3	0.3	0.4	10.5	-5.4	-3.6	2.5	-1.7
CNC(=S)N(CCc1ccccc1)Cc1cc2cc(OC)c(OC)cc2[nH]c1=O	4.8	6.7	-2.0	nt	-1.6	-4.8	-10.8	-5.2	4.1	-1.1
CC(C)(C)OC(=O)NC1CCN(S(=O)(=O)c2ccc3c(c2)OCCO3)CC1	13.0	-6.2	-0.5	-1.7	6.5	-13.0	1.3	4.3	3.3	-0.9
Nc1nc(Nc2cccc3ccccc23)nc(C2CCCC2=O)n1 (stereo not drawn)	nt	nt	nt	2.4	2.7	nt	nt	nt	0.5	-1.4
O=[N+]([O-])c1cccnc1Sc1ccc(Br)cc1	nt	nt	-0.4	1.9	2.1	nt	11.2	0.8	3.2	-0.8
COCCCNC(=O)CCCn1c(=O)[nH]c2ccccc2c1=O	0.2	-1.6	-0.2	-3.9	4.8	-0.2	-4.3	5.3	2.2	1.2
Cc1cccc(C)c1N(CC(=O)NCc1ccc(F)cc1)C(=O)c1csnn1	-0.4	6.1	-1.8	-3.0	0.4	0.4	-1.3	-0.6	2.9	1.9
O=C(Cn1ccnc1)c1ccc(Cl)cc1	14.0	-0.3	0.3	3.1	-2.4	-14.0	-0.8	-2.8	0.6	-2.5
COC(=O)c1nnn(-c2nonc2N)c1CSc1nc2ccccc2o1	-12.5	-7.3	-2.2	-2.4	0.5	12.5	-6.0	-4.3	-1.1	-1.5

Overlap with the part before: 2 entries, then new ones.
SMILES	SR-BI uptake up	MITF act	CAL PDZ FP-1	Wnt bcat act	AddAB inh	SR-BI HDL uptake	Tat transport	CAL PDZ FP-2	phage Ecoli inh	E coli growth
O=C(Cn1ccnc1)c1ccc(Cl)cc1	14.0	-0.3	0.3	3.1	-2.4	-14.0	-0.8	-2.8	0.6	-2.5
COC(=O)c1nnn(-c2nonc2N)c1CSc1nc2ccccc2o1	-12.5	-7.3	-2.2	-2.4	0.5	12.5	-6.0	-4.3	-1.1	-1.5
CCOc1ccc(N2C(=O)CC(N3CCN(c4ccc(F)cc4)CC3)C2=O)cc1 (stereo not drawn)	-1.6	nt	-1.1	-1.8	-1.1	1.6	2.2	-5.6	-0.3	-0.3
Cc1ccc(C(=O)Nc2ccc(Br)c(C(F)(F)F)c2)cc1	-72.1	84.0*	-0.3	nt	2.4	72.1*	3.3	nt	6.5	4.9
COC(=O)c1sccc1NC(=O)c1ccc(OC)cc1OC	-24.1	-3.9	-0.9	nt	0.2	24.1	3.3	1.4	4.1	-0.2
CC(C)(C)C(=O)N1CCC2CC1c1cc(Cl)ccc12 (stereo not drawn)	-2.0	-3.9	0.3	-0.3	nt	2.0	2.1	-6.2	2.4	nt
CC(C)(C)c1ccc(Oc2ccc(NC(=O)CCCC(=O)O)cn2)cc1	3.0	nt	0.0	1.8	3.6	-3.0	1.4	-5.0	3.3	2.1
Cc1ccc(NC(=O)Nc2cc(S(C)(=O)=O)ccc2Cl)cc1	15.9	43.6	-3.3	20.0	3.0	-15.9	0.7	8.9	2.2	0.2
CCCCNC(=O)/C(=C\c1ccc([N+](=O)[O-])o1)NC(=O)c1ccccc1	-1.1	-15.2	0.6	-4.4	3.6	1.1	2.8	nt	2.4	-0.8
CCn1c(Cn2nnc(-c3ccccc3)n2)nnc1SCC(=O)Nc1ccc(C(C)=O)cc1	-69.1	39.4	-2.4	12.7	0.4	69.1	-3.1	-6.1	1.6	0.6
CCOC(=O)N1CCN(C(=O)CSc2nnc(CNC(=O)c3ccccc3F)o2)CC1	23.8	-1.0	-1.6	1.9	1.6	-23.8	-3.1	-3.4	1.4	-1.0
Cc1ccc(NC(=O)Nc2ccc3c(c2)CCC3)cc1	-7.2	?	-1.4	2.4	0.2	7.2	-3.6	-3.6	3.4	2.4
CCOc1ccccc1NC(=O)C1=C(C)NC(=O)NC1c1cccs1 (stereo not drawn)	-2.4	8.3	-0.4	-2.4	3.1	2.4	1.4	0.0	5.0	-0.7
CCOC(=O)Cc1csc(NC(=O)C2CCCCC2C(=O)O)n1 (stereo not drawn)	17.6	-3.2	0.4	nt	-3.4	-17.6	2.5	0.3	0.7	1.9
COCCCn1c(SCC(=O)Nc2ccccc2F)nnc1-c1ccoc1C	nt	-9.8	-2.7	-0.6	4.2	nt	-7.5	-6.0	1.2	-3.5
CCCC(=O)Nc1ccc(Cl)c(NC(=O)C(C)(C)C)c1	-20.6	-12.3	0.4	nt	2.1	20.6	2.9	-1.0	0.1	-0.2
COC(c1ccccc1)(c1ccccc1)C(Oc1nccc(C)n1)C(=O)O (stereo not drawn)	-3.1	-5.2	1.0	-1.9	2.1	3.1	1.8	nt	-1.2	-1.7
CC(=O)Nc1ccc(S(=O)(=O)N2CCC(C(N)=O)(N3CCCCC3)CC2)cc1	nt	11.0	-0.7	-0.4	-0.7	nt	-0.7	1.1	4.2	-1.1
COc1ccc(-c2noc(CCCC(=O)N3CCN(c4cc(C)ccc4C)CC3)n2)cc1	-43.4	65.6	-0.6	1.3	-0.1	43.4	14.1	-5.1	1.7	-2.7
CC(C)(C)c1nnc(NC(=O)c2cc(-c3ccccc3)nc3ccccc23)s1	3.8	-3.3	-3.1	0.2	0.2	-3.8	-6.3	-2.5	2.2	-0.8
CSc1ccc(NC(=O)Nc2cccn(Cc3ccccc3F)c2=O)cc1	-58.4	5.9	0.6	1.2	1.7	58.4	-4.3	-3.3	3.2	1.6
Cc1cc(=O)oc2cc(OCC(=O)N3CCN(c4ccccc4)CC3)c(Cl)cc12	14.2	5.3	-0.5	0.6	2.9	-14.2	3.1	3.0	-1.6	1.4
Cc1ccc(S(=O)(=O)Nc2cccc(C(=O)NCC(c3ccco3)N3CCCC3)c2)cc1F (stereo not drawn)	11.8	2.3	-2.3	13.0	-0.3	-11.8	-13.0	10.2	1.5	-1.1
COc1ccc2[nH]c(C)c(CCNC(=S)Nc3cc(C)ccc3C)c2c1	-49.6	-3.6	0.5	-2.2	-1.2	49.6	-1.2	nt	2.4	-3.8
COc1cc(CN(C(=S)NCC(=O)O)C2CCCC2)cc(OC)c1OC	-36.4	-10.1	-0.4	-0.3	4.7	36.5	2.1	nt	3.3	2.1
COc1ccc(CNC(=O)Cn2cnc3c(NCc4ccccc4)ncnc32)cc1	-15.8	-29.8	-0.3	-4.1	1.4	15.8	-2.8	-3.0	1.4	-1.4
Cc1cccc(OC(=O)NCCOC(=O)N(O)c2ccc(Cl)cc2)c1	12.0	-1.8	-1.0	0.6	3.4	-12.0	1.1	-5.2	4.0	2.3
(listing goes on)
SMILES	SR-BI uptake up	MITF act	CAL PDZ FP-1	Wnt bcat act	AddAB inh	SR-BI HDL uptake	Tat transport	CAL PDZ FP-2	phage Ecoli inh	E coli growth
CCOC(=O)C(Cc1c(F)cccc1Cl)c1ccnc2nc(N)nn12 (stereo not drawn)	-0.8	2.0	-0.5	-0.1	3.0	0.8	1.2	nt	2.5	1.3
CC[C@@H](C)[C@H](CN[C@H](CNC)C(C)C)NC[C@@H](C)c1ccc(CC(C)C)cc1	14.9	-99.5	-1.2	-16.7	2.6	-14.9	2.5	-2.5	4.4	-1.5
COc1ccc(-c2cc(=O)oc3c(C)c(O)ccc23)cc1	-51.6	13.8	-0.4	6.6	-2.9	51.6	-4.1	-8.8	-0.4	-3.1
CCC(C)(C)NC(=O)C(c1cccn1C)N(Cc1ccc(OC)cc1)C(=O)Cn1nnc2ccccc21 (stereo not drawn)	33.3	-20.3	-0.4	nt	-0.3	-33.3	-6.0	nt	1.4	-2.1
O=C1CCCC2(O)C1C(c1cccc(Br)c1)NC(=O)N2Cc1ccccc1 (stereo not drawn)	-0.2	3.9	-1.5	nt	2.4	0.2	-10.3	1.9	4.8	3.0
COc1cc2nc(CN(C)Cc3ccc(C(C)(C)C)cc3)[nH]c(=O)c2cc1OC	5.0	7.8	-2.3	-0.1	1.6	-5.0	-2.8	-2.0	2.5	0.8
